Bioassay records (PubChem)
NTR1 agonist: agonists of NTR1, primary screen, imaging, U2OS cells, beta-arrestin-GFP, high content (AID 493036); Neurotensin receptor type 1 (Homo sapiens), P30989; NTR1-U2OS beta-arrestin-GFP spot imaging, agonist mode; activation, % at 20 µM; actives 0.17% (n = 330,000);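 active = activation at or above 40% of the spot to cytoplasm intensity ratio, with at least 20 cells analyzed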;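 note: 0% = DMSO without peptide and 100% = 100 nM NTR1 peptide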
Target sequence (P30989 whole entry, looked up): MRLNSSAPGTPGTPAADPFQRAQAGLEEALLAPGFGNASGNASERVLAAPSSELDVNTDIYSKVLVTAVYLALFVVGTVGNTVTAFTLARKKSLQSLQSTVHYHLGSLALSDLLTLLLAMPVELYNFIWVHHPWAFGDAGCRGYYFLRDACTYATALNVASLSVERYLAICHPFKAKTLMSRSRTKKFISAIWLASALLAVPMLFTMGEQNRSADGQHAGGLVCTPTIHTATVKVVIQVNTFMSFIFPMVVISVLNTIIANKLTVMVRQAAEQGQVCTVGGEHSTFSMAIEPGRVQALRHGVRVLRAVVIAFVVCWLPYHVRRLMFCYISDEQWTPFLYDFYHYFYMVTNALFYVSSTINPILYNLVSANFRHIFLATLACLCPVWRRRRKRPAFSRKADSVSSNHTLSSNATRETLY
NTR1 agonist cell count 20 µM: recorded beside NTR1 agonist, whose call it bears; cell count; measured here: cell count, cytotoxicity flag
* = called active by the depositor. A portion of the library. The share of hits here may be higher or lower than overall.

SMILES	NTR1 agonist	NTR1 agonist cell count 20 µM
O=C(Nc1ccc(O)cc1C(=O)O)c1ccc(NC(=O)c2ccco2)cc1	-0.5	39
CC1CCCN(CCS(=O)(=O)c2ccccc2)C1 (stereo unspecified)	-0.2	57
CN(C(=O)COC(=O)/C=C/c1cccs1)C1CCCCC1	-0.8	64
O=S(=O)(c1cccc(COc2c(Cl)cccc2Cl)c1)N1CCOCC1	2.3	61
CCN1C(=O)[C@@H]2[C@@H](c3ccc(-c4ccc(C(C)=O)cc4)c(OC)c3)N3CCC[C@@]3(C(=O)OC)[C@@H]2C1=O	-1.4	94
Cn1nc(C(=O)OCC(=O)Nc2cc(Cl)ccc2C#N)c2ccccc2c1=O	1.8	59
CC(=O)c1ccccc1NC(=O)CCN1C(=O)C2CCCCC2C1=O (stereo unspecified)	-1.1	68
COC(=O)c1cccc(NC(=O)CCc2c(C)noc2C)c1	2.8	48
CC(C)(CNC(=O)c1cccs1)N1CCOCC1	1.4	46
Cc1noc(C)c1CSCC(=O)Oc1ccc(N(C)S(=O)(=O)c2ccc(Cl)cc2)cc1	0.8	73
O=C(COc1ccc(S(=O)(=O)N2CCOCC2)cc1)Nc1ccccc1F	-0.1	55
CSc1nc(N)nc2c1ncn2CC(=O)NCCCc1ccccc1	-0.9	45
NS(=O)(=O)c1ccc(N2CCN(S(=O)(=O)Cc3ccccc3)CC2)nc1	1.7	64
COCCN(CC(=O)Nc1ccccc1C(F)(F)F)C(=O)/C=C/c1cc(Cl)c2c(c1)OCO2	1.7	57
COc1ccccc1C(=O)NCCC(=O)NCc1ccccn1	-1.0	62
CCc1sc(C(=O)N(CCCOC)c2c(N)n(CC(C)C)c(=O)[nH]c2=O)cc1C	0.8	68
O=C(COC(=O)/C=C/c1cccc(F)c1)NC1CC1	-1.9	44
Cc1c(N=Cc2cc3c(cc2[N+](=O)[O-])OCO3)cccc1[N+](=O)[O-]	0.7	51
O=C(CCNC(=O)c1ccc(Br)cc1)NCCCN1CCOCC1	-0.1	58
Cc1ccc(NC(=O)CNC(=O)COc2ccccc2)nc1	-1.1	54
Cc1cc(C)c(C(=O)COC(=O)CN2C(=O)NC3(CCCC3)C2=O)cc1C	-0.9	47
Cn1nnnc1SCC(=O)Nc1ncc(C(F)(F)F)cc1Cl	-0.3	60
COc1cccc(C(=O)NCCS(=O)(=O)NCc2cccnc2)c1	0.0	76
CCc1cc(C(=O)NN2C(=O)NC3(CCCCC3)C2=O)sc1C	-1.8	44
CC1CCCC(NC(=O)COC(=O)c2cc(S(=O)(=O)N3CCOCC3)ccc2F)C1C (stereo unspecified)	3.3	48

Single records, from the list above. Values in the order: NTR1 agonist	NTR1 agonist cell count 20 µM
Cn1nnnc1SCC(=O)Nc1ncc(C(F)(F)F)cc1Cl in the list: -0.3	60
O=C(COC(=O)/C=C/c1cccc(F)c1)NC1CC1 in the list: -1.9	44

(more compounds)
SMILES	NTR1 agonist	NTR1 agonist cell count 20 µM
C[C@H](NC(=O)c1ccco1)C(=O)NC1CCCCCC1	0.0	47
CCc1cc(=O)[nH]c(SCC(=O)N2CCCC2)n1	0.2	43
CC1CCC2(CC1)NC(=O)N(CC(=O)NCCc1ccc(F)cc1)C2=O (stereo unspecified)	-1.4	50
CCN(C[C@H]1N[C@@](Cc2ccccc2)(C(=O)OC)[C@H]2C(=O)N(C)C(=O)[C@@H]12)C(=O)C1CCCCC1	-1.4	76
COc1ccc(C(CNC(=O)c2cc3c(s2)CCC(C)C3)N2CCCC2)cc1 (stereo unspecified)	0.1	77
CNC(=O)NC(=O)CSc1ccc(S(=O)(=O)N(C)C2CCCCC2)cn1	-0.7	73
CC(C)Cn1c(SCC(=O)N(C)c2c(N)n(Cc3ccccc3)c(=O)[nH]c2=O)nc2ccccc21	-0.5	48
COc1ccc(CC(=O)Nc2cc(S(=O)(=O)Nc3ccc(OC)cc3)ccc2OC)cc1	-0.5	56
O=C(NCCN1C(=O)S/C(=C/c2ccccc2)C1=O)C1CC(=O)N(Cc2ccccc2)C1 (stereo unspecified)	0.4	86
N#CCCN(Cc1cccnc1)C(=S)NC(=O)c1ccccc1	-1.1	61
CCOC(=O)[C@H]1[C@H]2COc3ccc(C)cc3[C@@H]2N2C(=O)c3cc(F)ccc3NC(=O)[C@@]12C	-1.5	90
Cc1noc(C)c1COc1ccc(C(=O)N2CCN(c3ccccc3F)CC2)cc1	0.5	58
Cc1noc(C)c1C(=O)Nc1ccc(S(=O)(=O)N2CCC(C)CC2)cc1	0.7	54
O=C(O)CC(CC(=O)O)c1ccsc1	0.9	53
CCCCn1c(=NC(C)=O)c(C#N)cc2c(=O)n3cccc(C)c3nc21	4.0	45
CCC(=O)c1ccc(OCC(=O)N2CCN(S(=O)(=O)c3ccc(Cl)s3)CC2)cc1	0.4	63
COc1ccccc1C(=O)NCCC(=O)N(C)CC(=O)Nc1ccc(C)cc1	0.2	58
COc1cccc(C(=O)OCC(=O)Nc2nnc(-c3ccccc3)o2)c1	1.2	54
Nc1ccc(C(=O)N/N=C/c2ccc(N3CCOCC3)s2)cc1	3.2	56
CC1Cc2ccccc2N1C(=O)CSc1nncs1 (stereo unspecified)	-0.3	61
CCN(C(=O)COC(=O)CCn1c(C)csc1=O)c1c(N)n(Cc2ccccc2)c(=O)[nH]c1=O	0.6	79
O=C(NC1CCCCC1)c1ccc(-n2cncn2)c([N+](=O)[O-])c1	1.1	50
CC(=O)c1ccc(S(=O)(=O)Nc2ccc(S(=O)(=O)N3CCCCC3)cc2)cc1	-0.4	58
Nc1c(C(=O)CSc2nc3ccccc3o2)c(=O)[nH]c(=O)n1C1CC1	0.9	75
O=C(NCC(c1ccco1)N1CCc2ccccc21)c1ccccc1Br (stereo unspecified)	1.0	58

Looked up above.
In NTR1 agonist cell count 20 µM, `CSc1nc(N)nc2c1ncn2CC(=O)NCCCc1ccccc1` shows 45
In NTR1 agonist cell count 20 µM, `N#CCCN(Cc1cccnc1)C(=S)NC(=O)c1ccccc1` shows 61
In NTR1 agonist cell count 20 µM, `CC(C)(CNC(=O)c1cccs1)N1CCOCC1` shows 46
In NTR1 agonist cell count 20 µM, `CC1CCCN(CCS(=O)(=O)c2ccccc2)C1` (stereo unspecified) shows 57
In NTR1 agonist cell count 20 µM, `CCC(=O)c1ccc(OCC(=O)N2CCN(S(=O)(=O)c3ccc(Cl)s3)CC2)cc1` shows 63
In NTR1 agonist, `COCCN(CC(=O)Nc1ccccc1C(F)(F)F)C(=O)/C=C/c1cc(Cl)c2c(c1)OCO2` shows 1.7

Following part
SMILES	NTR1 agonist	NTR1 agonist cell count 20 µM
O=C(CCNC(=O)c1ccc(Cl)cc1)Nc1ccccc1N1CCCCC1	0.4	52
CC(=O)N1CCN(S(=O)(=O)c2cccc(C(=O)NCCC3=CCCCC3)c2)CC1	1.6	63
CC1=C(C(=O)OCc2cc(C)on2)N2C(=O)[C@@H](NC(=O)OCc3cc(C)on3)[C@H]2SC1	-0.9	52
CN(C(=O)CSc1n[nH]c(-c2cccs2)n1)C1CCS(=O)(=O)C1 (stereo unspecified)	-1.6	52
Cc1ccc(NS(=O)(=O)c2ccc(C(=O)N3CCCCCC3)cc2)cc1	3.7	69
O=C(NNC(=O)c1ccccc1O)c1ccc(S(=O)(=O)Nc2ccccc2)cc1	0.4	67
Cc1ccc(N2CC(C(=O)N(C)CC(=O)Nc3ccc(Cl)c(C(F)(F)F)c3)CC2=O)cc1 (stereo unspecified)	2.9	75
CCN(CC)S(=O)(=O)c1ccc(N2CCCC2)c(NC(=O)c2ccc([N+](=O)[O-])o2)c1	14	61
CCN(C[C@H]1N[C@@](Cc2ccccc2)(C(=O)OC)[C@H]2C(=O)N(Cc3ccccc3)C(=O)[C@@H]12)S(=O)(=O)c1ccc(C(F)(F)F)cc1	-0.2	62
COc1ccc(Cl)cc1NC(=O)CN(C)C(=O)Cn1[nH]c(=O)c2ccccc2c1=O	1.3	48
O=C(CSc1nc2cc(Cl)ccc2s1)NCC1CCCO1 (stereo unspecified)	-0.6	39
O=C(COC(=O)CCSc1ccccc1)Nc1ccccc1	-0.9	45
COC(=O)c1ccc(CSc2ccc3nnc(-c4ccc(OC)c(OC)c4)n3n2)o1	0.8	73
N#Cc1ccc2c(c1)nnn2-c1ccccc1	-0.7	41
O=C(Cc1ccc(Br)cc1)NCCc1ccccc1	0.4	55
CCOC(=O)c1ccccc1NC(=O)CSC(C)C(=O)Nc1cc(C)on1 (stereo unspecified)	0.0	46
COc1ccc2c(c1)oc1c(SCc3nc4ccccc4[nH]3)nc(C)nc12	7.3	57
NS(=O)(=O)c1cccc(NC(=O)CSc2nnc(-c3ccccc3)o2)c1	3.9	53
COc1ccccc1C(=O)NCCC(=O)Nc1ccc(S(=O)(=O)N2CCCC(C)C2)cc1 (stereo unspecified)	2.0	53
COc1ccccc1CNC(=O)c1ccccc1SCC(=O)NCc1ccco1	-0.4	75
CCOC(=O)C1CCN(C(=O)c2ccc3c(c2)OCCO3)CC1	-2.2	56
CCN(CC)S(=O)(=O)c1cc(NC(=O)CSCc2c(C)noc2C)ccc1C	1.8	56
O=C(CCl)Nc1ccc(S(=O)(=O)NC2=NCCCCC2)cc1	2.2	82
O=C(COc1ncnc2ccccc12)NC1CCCCC1	0.6	75
O=C1C[C@@H]2CCN3C(=O)CCC[C@@H]([C@H]23)[C@@H]1Cc1ccccc1	-1.7	56
C=CC[C@H](CC(=O)N(CCO)Cc1ccccc1)C(=O)N[C@@H](C)COC(=O)[C@H](CC=C)CC(=O)OC(C)(C)C	0.2	60
COc1ccc(S(=O)(=O)N2CCCCCC2)cc1NC(=O)CC1OC(=O)c2ccccc21 (stereo unspecified)	-0.2	66
COc1ccc(Br)cc1CN(C)C(=O)Cc1ccc(OC)c(S(=O)(=O)N2CCOCC2)c1	-0.9	52
Cc1cscn1	-2.2	52
Cc1ccc(S(=O)(=O)N2[C@@H](c3ccc(Cl)cc3)C(C(=O)O)=C[C@H]2CC2CCCC2)cc1	10	57
Cc1cccc(NC(=O)COC(=O)c2ccc(S(=O)(=O)N3CCCCCC3)cc2)c1	0.6	52
CC(OC(=O)CCCN=C1NS(=O)(=O)c2ccccc21)C(=O)Nc1ccc(F)c(F)c1F (stereo unspecified)	0.8	75
Cc1cccc(NC(=O)CSc2nnc(CNC(=O)c3ccco3)n2C)c1C	-0.2	59
COc1cccc(C(=O)NN2CCOCC2)c1	1.4	61
COc1ccc(NC(=O)CNCc2ccc(Cl)cc2)cc1S(=O)(=O)N1CCOCC1	2.4	60
Cc1csc(NC(=O)C2=COCCO2)n1	-1.1	42
O=[N+]([O-])c1ccc(CSc2ccc(S(=O)(=O)N3CCOCC3)cn2)cc1	0.2	56
COc1ccc(CCNC(=O)/C=C/c2ccc(S(=O)(=O)N3CCOCC3)cc2)cc1	0.5	56
COCc1c(C(=O)N2CCN(Cc3ccc4c(c3)OCO4)CC2)oc2ccccc12	1.2	59
CCN(CC)CCCn1c2c(c(SCC(=O)Nc3ccccc3Cl)nc1=O)CCC2	2.0	58
Cc1ccc(-c2nn(-c3ccc(F)cc3)cc2C(=O)NCC2CCCO2)cc1 (stereo unspecified)	3.1	54
COCCN(C(=O)COC(=O)/C=C/c1nc2ccccc2s1)c1c(N)n(Cc2ccccc2)c(=O)[nH]c1=O	0.1	62
CSc1ccc(Cl)c(C(=O)N(C)CC(=O)Nc2ccc(N3CCOCC3)cc2)c1	-0.9	77
CC(OC(=O)c1cc(S(=O)(=O)N2CCOCC2)ccc1F)C(=O)NCC1CCCCC1 (stereo unspecified)	2.5	72
Cc1ccc(C(=O)NCCCNC(=O)COc2ccc(Cl)c(C)c2)cn1	-1.4	51
COC(=O)[C@H]1C[C@H](O)CN1S(=O)(=O)c1ccc(Br)cc1F	1.0	59
COc1cc(/C=C/C(=O)OCC(=O)NC2CCCCCCC2)ccc1O	0.1	53
CN(CC(=O)Nc1ccccc1Cl)C(=O)COC(=O)CSc1ccc(F)cc1	-0.4	74
CCOC(=O)N1CCN(C(=O)COC(=O)C2CCN(S(=O)(=O)c3c(C)c(C)cc(C)c3C)CC2)CC1	1.3	50
Cn1c2ccccc2c(=O)c2ccc(NCCc3cccs3)cc21	9.3	58

More results
SMILES	NTR1 agonist	NTR1 agonist cell count 20 µM
Cc1ccc(C(=O)NCC(c2ccc(F)cc2)N2CCOCC2)s1 (stereo unspecified)	-0.7	70
Cc1noc(C)c1S(=O)(=O)N(C)C[C@H]1Oc2c(NC(=O)Nc3ccccc3)cccc2C(=O)N([C@H](C)CO)C[C@@H]1C	7.0	51
O=C(Nc1nnc(-c2cc(Cl)ccc2Cl)o1)c1ccco1	0.1	54
CCN(c1ccccc1)S(=O)(=O)c1ccc(C(=O)Nc2ccccc2OC)cc1	0.9	43
CN(C)CCN(C(=O)C1CCN(S(=O)(=O)c2cccs2)CC1)c1nc2c(F)cccc2s1	0.0	62
COc1ccc(C(C#N)CCC2OCCO2)cc1OC (stereo unspecified)	-0.3	51
COC(=O)/C=C1/SC(=NC(=O)c2ccc(Cl)cc2)NC1=O	0.3	58
CC(=O)c1c(C)[nH]c(C(=O)OC(C)C(=O)Nc2ccc(C)c(S(=O)(=O)N3CCOCC3)c2)c1C (stereo unspecified)	0.0	62
CCCCn1c(N)c(N(CC(C)C)C(=O)c2ccncc2)c(=O)[nH]c1=O	1.0	54
